# Source: PubChem BioAssay
# HP1b chromo inh: blocks HP1-beta chromodomain binding to methylated histone tails. P83916. AlphaScreen HP1-beta / biotin-H3K9me3 peptide binding. Potency, µM (doses to about 114 µM), for inactives: at the top dose activity change, negative = inhibition, actives largely listed as inhibitors. 390,000 tested, 0.56% active. AID 540317; further: potency means the concentration at half of the fitted maximal effect; nearly all actives have a fitted effect of over 70% in size; inactives centre near 23
#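 Compound inhibition of the preformed complex between 50 nM HP1-beta and 50 nM biotinylated H3K9me3 peptide was read by AlphaScreen. Buffer was PBS pH 7.4 with 0.01% Tween-20. Incubations ran 30 min at room temperature, with 10 ug/mL donor/acceptor beads.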
# rTrxR1 inhibitor: rat TrxR1 inhibition. Potency, µM (doses to about 114 µM), without a hit: top-dose activity change, negative = inhibition, hits mostly inhibitors. 390,000 tested, 1% active. recombinant rTrxR1, NADPH fluorescence consumption, selenite substrate. AID 588453; further: potency means the concentration at half of the fitted maximal effect; on the % scale 0 is the no-effect control and ±100 the full control effect; nearly all actives have a fitted effect of over 65% in size
#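 Rat TrxR1 (90 nM in the dispensed reagent) was pre-reduced with 400 uM NADPH for 5 min at room temperature, then incubated with compound for 15 min. After 400 uM selenite was added, NADPH fluorescence (Ex 340/Em 450 nm) was followed for 8 min.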
# PGK inhibitor: blocks T. brucei phosphoglycerate kinase; AID 602233; Potency, µM (titrated, usually from 57.5 µM), for the others: at the top dose activity change, negative = inhibition, most hits filed as inhibitors; PGK/GAPDH coupled, Kinase-Glo luminescence, 60 min; 380,000 tested, 0.043% active; P07378; further: potency means the concentration at half of the fitted maximal effect; on the % scale 0 is the no-effect control and ±100 the full control effect; nearly all actives have a fitted effect of over 60% in size
#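 Recombinant glycosomal PGK reaction used 1,3-bisphosphoglycerate generated in-well by GAPDH (100nM final) in 100mM TEA pH 7.6, 5mM MgCl2, 0.01% Tween-20. After 60 minutes at room temperature, ATP was read by Kinase-Glo Plus luminescence end-point.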
# Pin1 inh: human Pin1 inhibition; Potency, µM (top dose mostly 115 µM), without a hit: at the top dose activity, negative = inhibition, usual class: inhibitors; Pin1 FP peptide displacement, HiFluor488, 10 min; 390,000 tested, 0.009% active; Q13526; AID 504891; active means well fitted inhibition curve with a large enough effect in the polarisation, with a control signal flat, not every such curve was filed as active; inconclusive means small, poorly fitted or top-dose-only effect, or effect the other way, or a change in a side signal; inactive means no such curve, though single readings can be large or run the other way; the % refers to the polarisation; further: potency means the concentration at half of the fitted maximal effect; on the % scale 0 is the no-effect control and ±100 the full control effect
# GLS inhibitor: inhibitors of human glutaminase (GLS) | O94925 | GLS enzymatic activity, qHTS titration | Potency, µM (doses to about 45.5 µM), for the others: at the top dose activity change, negative = inhibition, hits mostly inhibitors | 410,000 tested, 0.21% active; further: potency means the concentration at half of the fitted maximal effect; on the % scale 0 is the no-effect control and ±100 the full control effect
# Target sequence (O94925 whole entry, looked up): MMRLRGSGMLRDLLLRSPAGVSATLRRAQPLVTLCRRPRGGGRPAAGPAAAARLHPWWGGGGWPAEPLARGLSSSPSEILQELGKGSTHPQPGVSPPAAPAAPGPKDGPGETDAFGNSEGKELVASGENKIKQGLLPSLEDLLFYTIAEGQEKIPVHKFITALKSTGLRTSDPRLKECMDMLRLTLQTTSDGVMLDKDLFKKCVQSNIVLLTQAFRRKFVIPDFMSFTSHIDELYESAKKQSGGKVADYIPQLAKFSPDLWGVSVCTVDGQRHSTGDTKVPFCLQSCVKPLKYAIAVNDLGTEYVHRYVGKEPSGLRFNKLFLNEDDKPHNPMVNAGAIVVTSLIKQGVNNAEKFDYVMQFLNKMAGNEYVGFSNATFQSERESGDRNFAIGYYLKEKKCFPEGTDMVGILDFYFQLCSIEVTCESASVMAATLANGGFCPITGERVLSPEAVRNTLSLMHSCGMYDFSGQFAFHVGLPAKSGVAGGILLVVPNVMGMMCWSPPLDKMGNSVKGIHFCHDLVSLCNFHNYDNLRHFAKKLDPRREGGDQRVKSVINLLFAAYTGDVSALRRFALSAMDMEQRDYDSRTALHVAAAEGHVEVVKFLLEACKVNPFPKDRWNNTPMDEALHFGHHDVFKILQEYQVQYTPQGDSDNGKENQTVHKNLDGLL
#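 hKGA in 45 mM KH2PO4 pH 8.2, 0.02% Tween-20 with pin-transferred compounds; 1 mM L-glutamine (stock) plus glutamate oxidase/HRP/Amplex Red coupling added. Fluorescence read initially and after 30 min at RT.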
# USP1 inh: inhibitors of human USP1/UAF1 deubiquitinase | AID 743255 | 390,000 tested, 0.23% active | Potency, µM (doses to about 57.1 µM), for the others: at the top dose activity change, negative = inhibition, most hits filed as inhibitors | O94782 | recombinant USP1/UAF1, Ub-Rhodamine cleavage fluorescence; further: potency means the concentration at half of the fitted maximal effect; on the % scale 0 is the no-effect control and ±100 the full control effect; nearly all actives have a fitted effect of over 60% in size; inactives centre near -12
#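 1 nM enzyme complex + cpd, 15 min RT; start with Ub-Rho 150nM final; kinetic fluorescence ex 480/em 540, 6 reads q60 s. Buffer 50mM HEPES pH 7.8, 0.5mM EDTA, 0.1 mg/ml BSA, 1mM TCEP, 0.01% Tween-20.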
# PI4K2A block: blocks human PI4K2A kinase activity; AID 1346378; 420,000 tested, 0.13% active; activity change, negative = inhibition, % at 76.9 µM; purified PI4K2A, ADP-Glo luminescence, 1 h; hits give low values; Q9BTU6; in the data active means activity change below about -50%; inconclusive means mostly about -30% to -49%;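 further: -100% = wells without enzyme as full effect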
# Target sequence (Q9BTU6 whole entry, looked up): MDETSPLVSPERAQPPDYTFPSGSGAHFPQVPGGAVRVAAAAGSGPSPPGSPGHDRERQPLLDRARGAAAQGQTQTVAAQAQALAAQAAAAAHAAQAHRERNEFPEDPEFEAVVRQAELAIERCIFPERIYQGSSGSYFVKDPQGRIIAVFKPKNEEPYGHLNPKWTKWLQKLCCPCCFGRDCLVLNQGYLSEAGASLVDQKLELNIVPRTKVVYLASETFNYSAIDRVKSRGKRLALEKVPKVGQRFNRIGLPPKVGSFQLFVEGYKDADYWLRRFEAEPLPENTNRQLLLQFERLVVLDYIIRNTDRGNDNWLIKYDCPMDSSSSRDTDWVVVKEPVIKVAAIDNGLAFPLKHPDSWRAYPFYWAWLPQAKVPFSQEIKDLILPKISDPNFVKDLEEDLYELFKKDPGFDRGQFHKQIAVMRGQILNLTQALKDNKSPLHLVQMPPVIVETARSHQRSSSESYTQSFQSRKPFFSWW
#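 PI4K2A activity was measured by ADP-Glo luminescence: enzyme (4 ug/mL stock) and phosphatidylinositol (1.2 mM stock) in Tris pH 7.5/MgCl2/EGTA/Triton X-100 buffer were reacted with ATP (300 microM stock) for one hour at ambient temperature.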
# mIDH1 inhibitor: inhibitors of human mutant IDH1 R132H; O75874; IDH1-R132H enzyme, NADPH consumption, diaphorase/resazurin fluorescence; 390,000 tested, 0.093% active; AID 602179; Potency, µM (series often up to 76.6 µM), for the others: at the highest dose activity change, negative = inhibition, hits mostly inhibitors; further: potency means the concentration at half of the fitted maximal effect; on the % scale 0 is the no-effect control and ±100 the full control effect; nearly all actives have a fitted effect of over 65% in size
#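 IDH1-R132H (0.5 ug/mL dispensed) in pH 7.5 Tris buffer was preincubated 30 min with compound, then given a substrate mix of 0.016 mM NADPH and 2 mM alpha-KG for 80 min at room temperature; remaining NADPH was read by diaphorase/resazurin fluorescence.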
# TrxR1 substrate: rat thioredoxin reductase 1 substrate activity | O89049 | purified TrxR1 substrate turnover, NADPH consumption readout | Potency, µM (highest dose often 114 µM), without a hit: at the top dose activity change, negative = substrate turnover | 390,000 tested, 0.01% active; further: potency means the concentration at half of the fitted maximal effect; on the % scale 0 is the no-effect control and ±100 the full control effect; nearly all actives have a fitted effect of over 50% in size
#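 Rat TrxR1, dispensed at 90 nM, was prereduced with 400 uM NADPH (final) for 5 min at ~22 deg C, then incubated with compound 15 min before 400 uM selenite. A first-read NADPH fluorescence drop versus no-compound background flagged substrates.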
# Numbers without * were called inactive; i = inactive; ? = inconclusive; / = not tested or not shown; & = joins results of further samples; [ ] = dose if it differs, or a comment. Unless noted, the call rests on the fitted dose curve; in most records, active means well fitted curve in the direction sought with a large enough effect; inconclusive means small, poorly fitted or top-dose-only effect, or another doubt; inactive means no such curve, though single readings can be large; an effect the other way counts as inactive or inconclusive.
SMILES,HP1b chromo inh,rTrxR1 inhibitor,PGK inhibitor,Pin1 inh,GLS inhibitor,USP1 inh,PI4K2A block,mIDH1 inhibitor,TrxR1 substrate
Cc1cccc(C)c1OCc1cc(C(=O)N2CCNC(=O)C2)no1,13%,33%,-4%,2%,4%,-10%,6,7%,4%
COc1cccc(NC(=O)CCNS(=O)(=O)c2ccc(Br)s2)c1,19%&41%,9%[57.1 µM],-9%&1%,0%&-4%,-14%&-8%,-10%&-7%,-1&-2,4%&-13%,2%[57.1 µM]
O=C(Nc1cc([N+](=O)[O-])ccc1O)c1cccc([N+](=O)[O-])c1,44%[activator],9%,i,-14%,1%,-13%,2,15%,3%
COc1ccc(C(C(=O)NCc2ccccc2)N(C(=O)c2snc(C(N)=O)c2N)C2CCCC2)cc1 (centres undefined),-4%,10%[57.1 µM],-11%,1%,-3%,-18%,0,-2%,9%
Cc1cc(Cl)cc2c1NC(=O)[C@]21[C@@H]2C(=O)N(Cc3ccccc3)C(=O)[C@@H]2[C@@H]2CCCN21,-11%,13%[57.1 µM],-6%,-2%,-9%,-22%,-4,6%,-1%[57.1 µM]
COc1cc(NC(=O)C(Cc2ccccc2)NS(=O)(=O)c2cccc3nsnc23)cc(OC)c1 (centres undefined),12%,-6%,-9%,-1%,4%,-18%,0,-15%,-11%
C=C(C)CNC(=S)N/N=C/c1ccc([N+](=O)[O-])cc1,36%,5%,-4%,-1%,-2%,-13%,7,7%,0%
Cc1nn(-c2ccccc2)cc1C(c1c(N)[nH]c(=S)[nH]c1=O)c1c(N)[nH]c(=S)[nH]c1=O,14%,-14%[57.1 µM],i,-8%,-14%,0%,-13,3%,9%
CC1=NN(c2ccc([N+](=O)[O-])cc2)C(c2ccccc2)C1 (centres undefined),49%[activator],25%,-6%,14%,4%,-10%,4,2%,-6%
CC(=O)Nc1ccc(S(=O)(=O)N2CCC(c3nc4c(nnn4Cc4ccccc4Cl)c(=O)[nH]3)CC2)cc1,15%,13%,1%,15%,15%,-24%,-2,-12%,1%
CC1CC(C)CN(C(=O)CCc2nnc3ccc(N4CCCCC4)nn23)C1 (centres undefined),11%,15%,i,-14%,0%,-15%,7,0%,-4%
Cc1ccc(CCCOC(=O)C[N+]2(C)CCOCC2)cc1,27%,-22%,-3%,3%,-4%,-5%,-2,0%,0%
O=C(CS(=O)(=O)c1ccccc1)Nc1ncc([N+](=O)[O-])s1,11%,11%[57.1 µM],-3%,-8%,0%,-13%,-1,0%,2%[57.1 µM]
Fc1ccc(OCCOCCNCC2CCCO2)cc1 (centres undefined),17%,4%,-7%,0%,0%,6%,8,8%,3%
O=C(COc1ccc2c3c(c(=O)oc2c1)CCC3)Nc1ccc(CCO)cc1,99%[activator],12%,7%,77%[activator],-16%,-20%,-3,-9%,9%

# A section from the list above:
SMILES,HP1b chromo inh,rTrxR1 inhibitor,PGK inhibitor,Pin1 inh,GLS inhibitor,USP1 inh,PI4K2A block,mIDH1 inhibitor,TrxR1 substrate
Fc1ccc(OCCOCCNCC2CCCO2)cc1 (centres undefined),17%,4%,-7%,0%,0%,6%,8,8%,3%
O=C(COc1ccc2c3c(c(=O)oc2c1)CCC3)Nc1ccc(CCO)cc1,99%[activator],12%,7%,77%[activator],-16%,-20%,-3,-9%,9%

# Next section:
SMILES,HP1b chromo inh,rTrxR1 inhibitor,PGK inhibitor,Pin1 inh,GLS inhibitor,USP1 inh,PI4K2A block,mIDH1 inhibitor,TrxR1 substrate
COc1ccc(S(=O)(=O)NC(N)=NCCc2ccc(OC)c(OC)c2)cc1C,-4%,3%[57.1 µM],i,1%,12%,-18%,-1,6%,6%[57.1 µM]
C[C@@H]1CN([C@@H](C)CO)C(=O)CCCn2nncc2CO[C@H]1CN(C)S(=O)(=O)c1ccc2c(c1)OCCCO2,/,/,10%,/,6%,3%,4,2%,/
CCCN1C(=O)/C(=C/c2ccc(N3CCCC3)c(C)c2)NC1=S,?,-28%,6%,?,-6%,40%[activator],-1,6%,-11%
CN1N=C(C(=O)N2CCCC(C(=O)c3cccc(C(F)(F)F)c3)C2)CCC1=O (centres undefined),3%,19%,1%,-6%,7%,?,8,-4%,8%
O=C(c1ccco1)N(c1ccccn1)c1ccccn1,33%,2%,i,-3%,-6%,-15%,1,7%,1%
O/N=C/c1cn(-c2ccccc2)nc1-c1ccc2c(c1)OCCO2,13%,-7%,i,1%,1%,-14%,0,0%,-9%
COC(=O)/C=C/c1cnc[nH]1,62%[activator],9%,-8%,-15%,1%,-19%,-3,-3%,-3%
Cc1ccc(S(=O)(=O)N2CCC(C(=O)N[C@@H](C)C(=O)Nc3ccc(F)cc3)CC2)cc1,20%,-7%,7%,2%,0%,-12%,-19,-1%,-2%
O=C(c1ccc(Br)cc1)N(Cc1ccco1)C1CCS(=O)(=O)C1 (centres undefined),21%,11%,-1%,-9%,-11%,-7%,3,0%,2%
COc1ccc2cc3cc(C(=O)NCCCN4CCC(C)CC4)oc3nc2c1,15%,50µM*,-1%,-1%,1%,-9%,0,6%,700%[activator]
Cc1[nH]c2ccccc2c1C(=O)/C=C/c1ccccc1Cl,23%,10%,-4%,7%,-2%,-23%,1,7%,4%
CCOC(=O)c1c(-c2ccccc2)oc2ccc(NS(=O)(=O)c3ccc(C)cc3C)cc12,37%[activator],23%,i,10%,-4%,?,-2,4%,67%[activator]
CC(C)N1CCc2c(sc(NC(=O)CN3C(=O)c4ccccc4C3=O)c2C(N)=O)C1,36%,-8%,9%,-6%,1%,-9%,9,0%,-8%
COC(=O)c1[nH]c2ccc(F)cc2c1NC(=O)C1=COCCO1,26%,-18%[57.1 µM],-4%,-3%,6%,-25%,-8,6%,-17%[57.1 µM]
CCN(CC)CCCNC(=O)C(C)n1nc(C)n2c(cc3occc32)c1=O (centres undefined),28%,-10%,8%,6%,1%,0%,-4,-14%,-3%
COc1cc(/C=N/NC(=O)C2=NNC(=O)C2C)ccc1O (centres undefined),5%,-8%,-9%,-7%,20%,-18%,1,-2%,-7%
CCCn1c(CCC(=O)O)ccc1-c1cccs1,16%,50µM*,6%,6%,-2%,-15%,3,0%,31%[activator]
CCNc1ccc([N+](=O)[O-])cc1,-10%,-20%,5%,-1%,7%,-14%,5,3%,-16%
CC(C)C[C@H]1COCCS(=O)(=O)N1Cc1cccc(F)c1,37%,-7%,-5%,1%,1%,-18%,-3,-2%[38.3 µM],-5%
COc1ccc(NC(=O)CCC(=O)Nc2nnc(C(F)(F)F)s2)c(OC)c1,26%,8%,2%,-5%,-10%,-12%,4,1%,5%
COc1ccc(CN2CCN(CCC(C)C)C(CCO)C2)cc1Cn1cncn1 (centres undefined),19%,15%,-9%,6%,0%,2%,1,-1%,0%
Cc1ccc(OCC(=O)OCc2cc(=O)n3nc(C4CCCCC4)sc3n2)cc1,5%,7%[57.1 µM],i,-7%,3%,-7%,-1,2%,-4%[57.1 µM]
O=C(O)CCc1nn2c3ccccc3n(CC(=O)c3cccs3)c2nc1=O,43%[activator],6%,6%,-5%,-9%,-32%,-1,-2%,37%[activator]
CN(C)S(=O)(=O)c1cccc(NC(=O)c2ccc(-n3cncn3)c([N+](=O)[O-])c2)c1,-2%,10%,-2%,0%,0%,-21%,4,1%,1%
Cc1ccc(NC(=O)Cn2cnc3ccccc32)cc1C,-12%,-1%[57.1 µM],1%,-12%,5%,-11%,-16,-4%,4%[57.1 µM]
Cc1ccc(C(=O)COC(=O)c2cc(Cl)nc3ccccc23)cc1,18%,18%,-5%,0%,/,-11%,-3,0%,4%
O=C(NCCc1ccccc1)C1CCCN1C(=O)Nc1ccc(Cl)cc1 (centres undefined),57%[activator],17%,5%,-4%,-8%,-22%,6,2%,5%
Cc1ccc2c(c1)N(C(=O)N1CCC(C(=O)NCc3cccc(Br)c3)CC1)CCO2,40%[activator],3%,2%,?,-2%,-10%,1,-17%,-5%
CC(=O)c1cccc(NC(=O)C2CCN(S(=O)(=O)c3ccc(F)cc3)CC2)c1,26%,6%,-10%,2%,1%,-15%,0,11%,5%
O=C(O)c1ccc2c(c1Nc1ccccc1)C(=O)c1ccccc1C2=O,40µM*,-23%,?,-4%,2%,?,-6,4%,-17%
c1ccc(SCc2nc(-c3ccncc3)n[nH]2)nc1,10%,6%[57.1 µM],-1%,-12%,2%,-6%,0,-2%,0%[57.1 µM]
CCC(C)(C)NC(=O)C(c1ccc(F)cc1)N(Cc1cccs1)C(=O)c1cnccn1 (centres undefined),9%,1%[57.1 µM],2%,0%,-7%,-24%,0,10%,-2%[57.1 µM]
N#CCN1C(=O)C(=O)N(Cc2cccc(Cl)c2)C1=O,15%,19%,-8%,-8%,1%,-15%,0,-13%,2%
O=C(CCc1ccccc1)Nc1c(F)cccc1F,6%,23%,-4%,-9%,12%,-5%,2,5%,7%
COc1ccc(S(=O)(=O)N2CCC(C(=O)NCC3CC3)CC2)cc1,60%[activator],7%[57.1 µM],-4%,2%,3%,-1%,-1,-2%,2%[57.1 µM]
Cc1ccc(N2C(=O)c3ccc(C(=O)O)cc3C2=O)cc1C,27%,-6%[57.1 µM],-6%,0%,-2%,-13%,-3,-3%,3%[57.1 µM]
O=C(NCc1ccc(Cl)cc1)C1CCC(=O)N(C2CC2)C1 (centres undefined),17%[57 µM],15%,0%,-3%,-1%,-8%,1,-5%,-2%

# The list is partial; the hit share may differ from the screen's.
